# DAGLB inh – diacylglycerol lipase beta (human) inhibition; 0.059% of 340,000 active; HEK293T DAGLB membrane lysate, EnzChek fluorogenic substrate; inhibition, % at 5.17 µM; Q8NCG7; AID 504411; in the data active = inhibition above about 34%;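 note: 0% = enzyme with vehicle and 100% = wells lacking enzyme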
# Target sequence (Q8NCG7 whole entry, looked up): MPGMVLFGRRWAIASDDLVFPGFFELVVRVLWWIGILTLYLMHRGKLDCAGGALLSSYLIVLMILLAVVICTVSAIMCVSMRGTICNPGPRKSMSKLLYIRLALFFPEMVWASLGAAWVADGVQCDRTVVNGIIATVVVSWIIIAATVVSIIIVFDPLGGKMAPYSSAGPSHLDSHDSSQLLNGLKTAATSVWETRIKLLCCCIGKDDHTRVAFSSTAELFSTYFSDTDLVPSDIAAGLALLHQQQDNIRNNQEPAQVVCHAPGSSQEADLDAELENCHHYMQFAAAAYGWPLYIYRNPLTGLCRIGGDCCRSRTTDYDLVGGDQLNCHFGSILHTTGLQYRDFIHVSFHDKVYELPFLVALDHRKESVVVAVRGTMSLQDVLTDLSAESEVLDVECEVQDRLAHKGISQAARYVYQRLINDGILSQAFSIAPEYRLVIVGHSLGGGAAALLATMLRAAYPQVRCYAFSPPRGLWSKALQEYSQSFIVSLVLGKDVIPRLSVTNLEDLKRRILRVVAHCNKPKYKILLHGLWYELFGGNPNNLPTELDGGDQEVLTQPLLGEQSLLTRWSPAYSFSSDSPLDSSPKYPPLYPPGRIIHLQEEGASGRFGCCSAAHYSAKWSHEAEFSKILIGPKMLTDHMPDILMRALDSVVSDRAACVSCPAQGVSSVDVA
# HTR5A inv ag – inverse agonist of human HTR5A in OPRM1-OPRD1 counter-screen; HTR5A cell line, luminescence, inverse agonism; P47898; inhibition, % at 9.3 µM; 0.083% of 340,000 active; in the data active = inhibition mostly above about 23%, no sharp cut-off; inactive = mostly below about 18%;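 note: 0% = cells with DMSO and 100% = no-cell wells with DMSO; some compounds called inactive have numbers as strong as hits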
# Pemphigus Ab inh – inhibitors of pemphigus antibody binding to human desmoglein-3; P32926; DSG3-coupled beads, scFv-anti-DSG3-GFP binding, flow cytometry; stronger effect = lower value; binding (percent of control), % at 10 µM; 0.48% of 310,000 active; AID 588358;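 active = binding more than 3 SD below its plate's average and above zero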;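 note: hits lower antibody fragment binding to DSG3; some compounds called inactive have numbers as strong as hits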
# PKA-R1A activ – PKA-R1A complex activation; 0.083% of 340,000 active; activation, % at 11.4 µM; P00514+P68181; PKA-R1A dissociation, Cy5-IP20 fluorescence polarization; scaled: DMSO 0%, 113 µM cGMP 100%; AID 504707;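 active = percent activation above the mean of all tested compounds plus 3 SD, cut at about 19% in these data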;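 note: higher means more PKAc released from R1A so a rise in polarization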
# HTR5A ag – HTR5A agonism, opioid heterodimer counter-screen | AID 504692 | HTR5A agonist assay, luminescence, cell-based | 0.61% of 340,000 active | P47898 | activation, % at 9.3 µM; in the data active = activation mostly above about 9.5%, no sharp cut-off; inactive = mostly below about 7.6%;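 note: 0% = cells with vehicle only and 100% = reference agonist; strong numbers were not always called active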
# OPRM1-OPRD1 inv – inverse agonists of human mu-delta opioid receptor heterodimerization. AID 504357. cell-based MOR-DOR heterodimer luminescence, inverse agonism. 0.21% of 340,000 active. inhibition, % at 9.3 µM; in the data active = inhibition above about 22%, passing the limit was not always enough;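 note: 0% = cells with DMSO and 100% = wells without cells with DMSO; values of inactives mirror those of a sister screen read the other way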
# Arrestin-AP2 inh – inhibitors of human beta-arrestin and AP2 interaction; FITC-arrestin peptide / GST-AP2 beads, flow cytometry; AP2 beta2 appendage carries R879A mutation; inhibition, % at 10 µM; 0.31% of 340,000 active;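 active = inhibition above a set limit, near 3 SD of compounds lacking own fluorescence, cut at about 54% in these data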;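 note: plate controls were DMSO wells for no effect and 5 µM unlabelled arrestin peptide for full effect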
#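 test system = AP2 appendage R879A on GSH beads | buffer or medium = PBS plus Tween 20 (0.05%) and BSA (0.1%) | incubation = 12 min plus 1 h, RT | detection = bead flow cytometry, FITC channel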
# OPRM1-OPRD1 ag – OPRM1-OPRD1 heterodimerization agonism | cells, luminescence | P35372+P41143 | activation, % at 9.3 µM | 0.3% of 340,000 active; in the data active = activation above about 18%;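 note: 0% = vehicle-treated cells and 100% = reference agonist; values of inactives mirror those of a sister screen read the other way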
# V-ATPase pH – yeast V-ATPase proton transport regulation by pHLuorin; S. cerevisiae, pHLuorin cytosolic pH fluorescence; 0.37% of 350,000 active; response, % at 10 µM; in the data active = response mostly above about 7.3%, no sharp cut-off; inactive = mostly below about 5.4%; note: actives read high; inactives centre near 0; some compounds called inactive have numbers as strong as hits; reference of the scale not given here
# PKA-R2B activ – activators of human PKA-R2B complex; activation, % at 11.4 µM; PKA-R2B holoenzyme dissociation, Cy5-IP20 fluorescence polarization; R2B truncated from residue 108, S112A mutant; 0% DMSO only, 100% 113 µM cGMP; AID 504700; 0.079% of 340,000 active; P22694+P31323;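 active = activation above a cutoff set at the mean over all compounds plus 3 SD, cut at about 18% in these data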;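 note: higher means more holoenzyme dissociation and a rise in polarization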
# Target sequence (P31323 whole entry, looked up, other chains not shown, the tested form may be a part): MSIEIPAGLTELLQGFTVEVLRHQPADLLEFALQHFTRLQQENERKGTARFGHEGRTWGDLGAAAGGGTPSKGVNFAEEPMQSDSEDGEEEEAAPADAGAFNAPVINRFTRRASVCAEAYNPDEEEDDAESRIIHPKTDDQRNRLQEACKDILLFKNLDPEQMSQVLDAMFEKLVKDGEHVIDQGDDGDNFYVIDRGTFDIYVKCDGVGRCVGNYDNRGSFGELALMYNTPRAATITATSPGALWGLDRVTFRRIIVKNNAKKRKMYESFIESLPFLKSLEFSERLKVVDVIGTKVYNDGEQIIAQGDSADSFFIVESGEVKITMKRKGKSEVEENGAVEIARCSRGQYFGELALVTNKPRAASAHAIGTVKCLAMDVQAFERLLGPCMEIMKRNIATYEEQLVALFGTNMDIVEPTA
# Starred values were filed as active, the others as inactive; . = not tested or not shown.
SMILES,DAGLB inh,HTR5A inv ag,Pemphigus Ab inh,PKA-R1A activ,HTR5A ag,OPRM1-OPRD1 inv,Arrestin-AP2 inh,OPRM1-OPRD1 ag,V-ATPase pH,PKA-R2B activ
CN1CC(=O)N(CC(=O)Nc2ccc(F)cc2)c2ccccc2C1=O,-0.1,5.8,106.1,-10.5,1.3,-21.6,1.1,3.7,.,7.2
Cc1ccc(N=Cc2nc(-c3ccco3)oc2O)cc1,13.2,20.3,77.7,-1.8,-0.8,6.4,31.1,-1.2,-4.1,-2.6
COC(=O)[C@@H](Cc1c[nH]c2ccccc12)NCc1cccc(B(O)O)c1,-4.0,-11.7,159.2,2.9,3.1,7.7,1.0,-1.7,-1.1,-6.7
Cc1ccc(NC(=O)COC(=O)CCC(=O)c2cccs2)c(C)c1,-0.9,-17.5,91.2*,-3.4,6.3,4.0,5.3,-0.8,-3.0,5.2
CCOc1ccc(S(=O)(=O)N2CCN(C(=O)c3oc4ccccc4c3C)CC2)cc1,-5.7,23.8,103.4,-5.9,0.4,7.2,-2.9,-1.5,0.7,-3.4
COc1nn(CC(=O)N2N=C(C)CC2(O)C(F)F)cc1[N+](=O)[O-] (configuration not stated),-3.0,-6.3,98.8,-7.5,-2.0,8.5,26.4,-1.6,-0.4,-4.7
COc1cccc(C(=O)Nc2cc(NC(=O)c3ccco3)ccc2OC)c1,0.7,-24.7,103.8,16.6,3.6,6.7,-2.7,-1.1,-2.9,-0.3
CN1CCC2(CC1)Nc1nc(SCc3ccc(Cl)cc3)nn1C1=C2CN(C)CC1,1.4,.,100.8,0.3,.,.,4.7,.,1.1,1.2
CC1(C)C2CC=C(/C=N/NC(=S)Nc3cccnc3)C1C2 (configuration not stated),-1.3,6.5,97.5,-8.1,-2.4,16.4,-3.5,-3.3,-2.2,3.0
O=c1oc(C2(O)CCCCC2)cc2ccc(-c3ccc4[nH]ccc4c3)cc12,-8.6,-41.2,86.0,6.8,15.3,-56.8,1.6,9.7,-9.0,3.9
COc1ccccc1NC(=O)CC(=O)c1cccc([N+](=O)[O-])c1,2.5,-8.0,99.2,-2.4,2.1,16.8,-0.6,-3.6,2.2,-8.5
O=C1COc2cc(S(=O)(=O)CCC(=O)N3CCCCC3)c(Cl)cc2N1,0.7,-10.0,92.2,4.0,-4.9,2.2,0.2,-0.4,-0.6,-0.2
CC1Cc2ccccc2N1Cc1nc2cc(Cl)ccc2c(=O)[nH]1 (configuration not stated),8.5,8.6,126.4,6.3,-0.1,-0.3,-0.2,0.1,0.2,2.7
O=c1c(Cl)c(N2CCOCC2)cnn1-c1ncc(C(F)(F)F)cc1Cl,-2.3,3.0,99.2,-3.1,0.5,7.0,-2.4,-1.4,-0.1,-0.3
COc1ccc(N=C2NC(=O)/C(=C\c3ccco3)S2)cc1,-0.7,-5.4,101.5,0.2,-3.8,-0.6,27.4,0.1,-0.8,-0.5

# 2 entries picked at random from the list so far:
SMILES,DAGLB inh,HTR5A inv ag,Pemphigus Ab inh,PKA-R1A activ,HTR5A ag,OPRM1-OPRD1 inv,Arrestin-AP2 inh,OPRM1-OPRD1 ag,V-ATPase pH,PKA-R2B activ
O=C1COc2cc(S(=O)(=O)CCC(=O)N3CCCCC3)c(Cl)cc2N1,0.7,-10.0,92.2,4.0,-4.9,2.2,0.2,-0.4,-0.6,-0.2
CN1CCC2(CC1)Nc1nc(SCc3ccc(Cl)cc3)nn1C1=C2CN(C)CC1,1.4,.,100.8,0.3,.,.,4.7,.,1.1,1.2

# More entries:
SMILES,DAGLB inh,HTR5A inv ag,Pemphigus Ab inh,PKA-R1A activ,HTR5A ag,OPRM1-OPRD1 inv,Arrestin-AP2 inh,OPRM1-OPRD1 ag,V-ATPase pH,PKA-R2B activ
COc1ccc(Cl)cc1-c1csc(N)n1,-3.7,-8.2,99.6,-8.0,2.5,0.5,14.2,-0.1,2.6,-7.7
Cc1ccc(Cn2ccc(=O)c(Cc3c(Cl)cccc3Cl)c2C)cc1,6.9,-4.0,109.1,-23.6,1.6,2.7,11.8,-0.5,1.6,2.4
COc1cccc(-c2ccc(-c3noc(-c4ccccc4F)n3)c(OC)n2)c1,0.2,-24.8,97.4,-6.1,-0.4,2.1,-9.0,-0.4,0.7,-15.1
N/C(=C/C(=O)c1ccccc1O)C(F)(F)F,0.3,-24.9,127.4,3.8,2.7,-0.9,6.4,0.2,2.6,-5.0
O/N=C1\CC(O)Cc2nonc21 (configuration not stated),-0.2,-33.4,100.5,-7.2,12.4,12.1,30.2,-2.0,1.6,-6.0
CCC(=O)c1ccc(OCC(=O)N2CCN(c3ncccn3)CC2)cc1,-0.3,6.5,103.8,-6.9,-2.2,-1.7,1.1,0.3,3.2,-9.2
O=S(=O)(c1ccc(Br)cc1)N1CCN=C1SCc1cccnc1,0.7,-11.5,94.8,9.5,4.0,-10.5,-3.4,1.4,1.4,-6.1
O=C(NC1CCCc2c1cnn2-c1cc(F)cc(F)c1)c1cc[n+]([O-])cc1 (configuration not stated),1.4,-2.6,104.2,-4.6,-0.4,1.6,-15.2,-0.2,1.5,9.0
CCc1nnc(NC(=O)CCC(=O)N2CCN(S(=O)(=O)c3ccc(OC)cc3)CC2)s1,1.9,4.6,101.6,6.4,2.3,11.4,-6.7,-2.1,-1.7,-3.1
COc1cccc(NC(=O)CN(C)C(=O)c2ccc(NS(=O)(=O)c3ccc(F)cc3)cc2)c1,-4.8,0.0,.,-6.7,0.0,-4.1,-9.7,1.0,3.1,9.0
CCCn1nnnc1NC(=O)c1cc(Br)ccc1OC,0.8,6.1,84.2,7.2,-2.0,11.8,-1.2,-1.9,0.5,-2.6
COc1ccc(OC)c(C(=O)N2CCC(C(=O)c3ccc(F)cc3)CC2)c1,-1.1,-1.9,.,-7.2,0.7,6.0,23.4,-1.0,-3.1,-3.9
Cc1nc2ccccc2c(=O)n1NC(=O)C1CC1,1.7,6.6,100.6,-12.0,-2.4,-0.2,6.9,0.0,3.2,-0.3
O=c1[nH]c(SCc2ccccc2)nc2c1sc1ccccc12,0.1,-4.3,88.5,-1.5,1.6,7.9,7.8,-1.5,3.6,-2.4
Cc1cc(C)cc(NC(=O)c2cccc(NC(=O)c3ccco3)c2)c1,-0.5,-30.6,106.3,1.3,-1.2,0.9,-1.2,-0.2,6.0,-8.2
CC[n+]1cc(C)ccc1/C=C/c1ccc(N(C)C)cc1,-0.6,9.2,163.1,-6.4,-2.5,18.9,-23.9,-3.7,-11.4,-7.1
O=C(COC(=O)C1=COCCO1)Nc1ncc(C(F)(F)F)cc1Cl,1.3,9.5,102.1,1.2,-1.5,-0.3,-2.1,0.1,-3.3,5.5
CCCCN1CCCCC1C(=O)Nc1c(C)cccc1C (configuration not stated),2.5,4.7,104.7,6.9,3.9,3.5,5.0,-0.6,12.9,4.1
Cc1ccc(NC(=O)Nc2c(Cl)cccc2Cl)cn1,-0.5,-4.5,87.0,1.6,1.2,4.8,36.0,-0.9,-0.4,-3.4
Cc1cccc(O)c1C,-1.1,-4.2,102.8,6.6,-3.7,2.2,-2.5,-0.4,-0.9,6.2
Cc1ccc(NC(=O)C2CC(=O)N(c3ccc4c(c3)OCCO4)C2)cc1S(=O)(=O)N1CCCCCC1 (configuration not stated),-0.2,4.4,100.0,-1.7,-1.4,-4.6,34.8,0.7,-1.8,-8.5
CCOC(=O)c1c(C)[nH]c(N=Nc2cccc(OC)c2)c1C,3.9,8.5,116.2,-6.5,-3.1,-4.3,7.4,0.9,4.3,3.8
CC(C)[C@H](NC(=O)OC(C)(C)C)C(=O)N1CCC(C(=O)N[C@@H](C)C(=O)Nc2ccc(F)cc2)CC1,1.5,-18.0,105.3,-10.4,4.8,15.3,10.8,-3.1,-4.2,-6.3
N#C/C(=C(/O)COC(=O)CSc1ccc2ccccc2c1)c1nc2ccccc2[nH]1,3.1,2.5,91.6,1.2,5.0,-22.1,0.8,4.4,1.4,-8.2
COCCCNC(NC(=O)c1ccc(OC)cc1)C(Cl)(Cl)Cl (configuration not stated),-0.5,2.0,95.2,-7.2,-0.7,4.5,-13.5,-1.0,4.6,-3.5
COc1ccc(CN(C)CC(=O)N2CCc3ccccc3C2)cc1,-2.2,5.5,.,3.8,-2.1,5.3,-4.2,-0.7,2.2,-12.3
Cc1cc2ncn(CCOc3ccccc3C#N)c2cc1C,-1.8,8.1,107.4,8.1,1.7,-1.2,4.2,0.2,0.9,-14.3
Cc1ccc(C(=O)C=Cc2cccc(C)c2)cc1,-18.6,3.6,91.3,-2.1,-1.0,-14.5,0.7,2.8,-0.6,-3.4
CCCCC(CC)Cn1c(O)c(/C=C2\C=NN=C2c2ccccc2)sc1=S (configuration not stated),-8.9,2.2,106.2,1.1,-0.9,22.9,-3.4,-4.3,-2.4,0.6
CC(C)CNC(=O)c1cc([N+](=O)[O-])ccc1N1CCOCC1,-2.3,-9.6,98.3,-9.1,2.8,-1.2,9.1,0.2,-2.0,0.8
Cc1cccc(OC(C)C(=O)Nc2nccs2)c1 (configuration not stated),-0.8,-1.9,.,-1.0,9.7,7.4,-12.2,-1.4,-1.5,-15.9
CS(=O)(=O)n1nc(-c2ccccc2)nc1N,3.5,7.3,99.3,-5.6,-2.8,-5.8,-4.8,0.9,0.8,5.4
CNC(=S)Nc1cc(OC)c(NC(=O)c2ccco2)cc1OC,-1.2,-3.0,96.8,0.2,2.3,3.1,3.2,-0.7,-1.1,-3.5
COc1cccc(C2(C)NC(=O)N(CC(=O)c3cc(C)n(C4CC4)c3C)C2=O)c1 (configuration not stated),-4.8,9.4,.,8.6,6.8,0.1,16.0,0.0,1.7,11.7
CCOc1ccc(Br)cc1C(=O)N/N=C/c1ccc([N+](=O)[O-])cc1,1.4,2.5,78.6,-5.2,-1.0,4.4,-21.0,-0.9,3.2,-5.2
COc1ccc(-c2csc(NCCc3nc4cc(Cl)c(Cl)cc4n3CCCO)n2)cc1,-0.4,7.2,103.3,-5.5,8.6,8.0,2.0,-1.5,2.8,-5.6
Cc1cc(O)c(C(=O)Nc2cccc(Cl)c2)c(=O)n1C,-2.1,-13.7,99.7,-7.8,3.4,6.8,-11.1,-1.3,0.2,-10.3
O=C(CN1C(=O)CCS(=O)(=O)c2ccccc21)Nc1ccccc1F,-0.4,-1.9,97.4,-2.7,-2.4,-0.3,-23.4,0.1,-1.3,-2.3
CCn1nc(NC(=O)c2ccco2)c2cc3cc(C)ccc3nc21,-0.6,8.0,115.9,-2.4,-4.0,15.9,1.7,-3.0,-2.0,-1.4
O=C(O)CSc1c2c(nc3cc(C(=O)Nc4cccc(C(F)(F)F)c4)ccc13)CCCC2,2.6,18.5,100.4,-10.0,1.0,20.9,6.8,-4.2,0.3,5.5
CCOC(=O)C(Cc1c(F)cccc1Cl)c1ccnc2nc(N)nn12 (configuration not stated),0.7,6.2,98.4,-6.1,0.1,-4.6,21.2,0.9,-1.2,-9.4
CCCNC(=O)CSc1ccc(S(=O)(=O)N2CCCCC2)cn1,1.4,13.5,87.7,3.5,-8.5,4.5,6.2,-0.7,0.2,-10.8
COC(=O)COc1cccc2c(=O)n(CC(=O)NCc3ccc(F)cc3)ccc12,-0.2,-34.3,101.9,-5.1,11.3,10.0,20.1,-1.7,2.7,-13.7
